S100A4 MyoIIA – inhibitors of human S100A4 binding to myosin IIA peptide; P26447; S100A4/TAMRA-MyoIIA peptide fluorescence polarization; inhibition, % at 10.7 µM; 360,000 compounds, 0.14% hits; AID 652163;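 active = mean inhibition of at least 70% across replicates, with every replicate also reaching that level; inconclusive = mean inhibition reaches 70% but some replicates fall short; inactive = mean inhibition below 70%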
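incubation = readout 5 min after mixing, signal stable up to 60 min | system = S100A4 monomer protein | buffer or medium = HEPES pH 7.2 with CaCl2, KCl, NaCl, DTT, Triton | benchmarks = neutral control DMSO, positive control TFP | also added = fluorescent myosin IIA peptide, 5 nM | compound dosing = one concentration per compound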
Statin myotox sup – suppression of simvastatin myotoxicity; C2C12 myotubes + simvastatin, ATP luminescence, 48 h; scaled: DMSO 0, geranylgeraniol control 100; rescue of ATP level, % at 7.49 µM; 330,000 compounds, 0.78% hits;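 active = mean ATP rescue above about 67%, or every replicate alone reaching that limit, limit read from the data, passing the limit was not always enough; inconclusive = no clear call, values can overlap the other calls; inactive = mean under the limit and some replicate under it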;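 note: myotubes were challenged with 10 µM simvastatin during compound exposure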
ERp5 inh – inhibitors of human ERp5; Q15084; ERp5 insulin aggregation, absorbance 650 nm, 90 min; inhibition, % at 9.99 µM; 350,000 compounds, 0.05% hits;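 active = mean replicate inhibition above about 25%, with every replicate also reaching it, limit read from the data, passing the limit was not always enough; inconclusive = only one of those two criteria met; inactive = neither criterion met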
Target sequence (Q15084 whole entry, looked up): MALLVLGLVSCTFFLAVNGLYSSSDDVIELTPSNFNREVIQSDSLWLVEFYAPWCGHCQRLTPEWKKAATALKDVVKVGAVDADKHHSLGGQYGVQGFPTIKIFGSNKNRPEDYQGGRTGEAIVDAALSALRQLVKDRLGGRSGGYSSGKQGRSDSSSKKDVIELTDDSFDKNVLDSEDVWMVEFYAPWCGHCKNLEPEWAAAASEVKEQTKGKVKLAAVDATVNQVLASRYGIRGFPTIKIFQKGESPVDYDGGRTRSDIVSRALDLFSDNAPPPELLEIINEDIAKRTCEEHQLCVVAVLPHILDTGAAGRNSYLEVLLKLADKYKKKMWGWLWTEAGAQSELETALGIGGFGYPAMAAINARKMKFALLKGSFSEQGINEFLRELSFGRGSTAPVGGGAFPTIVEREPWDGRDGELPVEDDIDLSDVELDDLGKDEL
SIRT5 block – inhibitors of human sirtuin-5 desuccinylase | Q9NXA8 | Purified SirT5, succinyl-peptide AMC, trypsin-coupled fluorescence | inhibition, % at 15 µM | 330,000 compounds, 1.1% hits; in the data active = inhibition above about 15%; inconclusive = no clear call, values can overlap the other calls
PglD inh – blocks C. jejuni PglD acetyltransferase activity; inhibition, % at 12.5 µM; purified PglD enzyme, DTNB colorimetric CoA detection; AID 602405; 360,000 compounds, 0.098% hits; in the data active = inhibition above about 16%, passing the limit was not always enough; inconclusive = no clear call, values can overlap the other calls; note: strong numbers were not always called active
E-selectin induc – E-selectin induction on HUVECs; P16581; HUVEC E-selectin immunofluorescence imaging; normalized: neutral wells 0, TNF-alpha wells 100; activation, % at 7.58 µM; 260,000 compounds, 0.37% hits; AID 686992;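 active = mean E-selectin-positive cell signal at least 10% of the positive control, reached in at least 60% of replicates, without over 20% cell loss; inconclusive = no rule given, readout overlaps actives, possibly toxicity-flagged; inactive = the rest, including those meeting only one limit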;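 note: in these data hits start at about 27%; measured in HUVEC primary endothelial cells; signal is the percent of cells scored E-selectin positive by PE staining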
Target sequence (P16581 whole entry, looked up): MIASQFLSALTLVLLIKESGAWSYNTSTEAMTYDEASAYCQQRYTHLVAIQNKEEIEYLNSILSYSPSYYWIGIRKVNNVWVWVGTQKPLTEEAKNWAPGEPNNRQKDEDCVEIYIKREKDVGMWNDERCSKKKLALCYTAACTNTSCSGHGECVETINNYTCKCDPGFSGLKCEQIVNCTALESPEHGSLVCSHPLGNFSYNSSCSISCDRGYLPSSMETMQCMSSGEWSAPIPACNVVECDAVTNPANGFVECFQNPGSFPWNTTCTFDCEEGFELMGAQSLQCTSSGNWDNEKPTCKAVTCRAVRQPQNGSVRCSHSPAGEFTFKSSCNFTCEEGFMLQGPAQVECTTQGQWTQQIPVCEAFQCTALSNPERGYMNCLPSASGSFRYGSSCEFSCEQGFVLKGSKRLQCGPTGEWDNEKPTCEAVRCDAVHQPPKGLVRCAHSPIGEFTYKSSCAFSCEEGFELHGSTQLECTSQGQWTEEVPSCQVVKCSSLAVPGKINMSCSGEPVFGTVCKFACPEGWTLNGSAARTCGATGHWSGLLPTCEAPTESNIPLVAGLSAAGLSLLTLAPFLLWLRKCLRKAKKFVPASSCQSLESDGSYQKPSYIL
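assay system = HUVEC, human umbilical vein endothelial cells | input = 3,000 HUVEC seeded per well | medium = EGM-2 growth medium on 0.1% gelatin-coated wells | dosing = one compound dose added by pin transfer | signal = immunofluorescence imaging | read-out basis = % PE-positive cells | control set = TNF-alpha, DMSO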
DENV2 CPE – inhibitors of DENV2 cytopathic effect. DENV2-infected cells, cytopathic effect rescue, plate reader. CPE inhibition, % at 9.99 µM. 350,000 compounds, 1.7% hits. AID 651640; in the data active = CPE inhibition above about 20%, passing the limit was not always enough; inconclusive = no clear call, values can overlap the other calls; tested in BHK-21 cells;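 note: 0% = median of neutral control wells and 100% = median of positive control wells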
Starred values were filed as active, the others as inactive; ? = inconclusive; / = no result given; & = joins results of further samples. An excerpt; the hit share may differ from the screen's.

SMILES	S100A4 MyoIIA	Statin myotox sup	ERp5 inh	SIRT5 block	PglD inh	E-selectin induc	DENV2 CPE
Cc1ccc(S(=O)(=O)C2(C(=O)NCCc3ccccc3)CC2)cc1	-1	3	-12	-3	-8	0.0	-3
C[C@@H]1CN([C@@H](C)CO)C(=O)c2cc(C3=CCCC3)cnc2O[C@@H]1CN(C)C(=O)NC1CCCC1	-34	9	1	3	5	/	-4
COc1ccc(/C=N/NC(=O)c2cccnc2)cc1CN1CCc2cc(OC)c(OC)cc2C1C (stereo not given)	-5	/	-2	4	/	/	4
COc1ccc2oc(C(=O)Nc3ccc(S(=O)(=O)N(C)C4CCN(C)CC4)cc3)c(C)c2c1	2	8	0	-4	1	3.2	-4
CN1C(=S)SC(C)(NO)C1(C)C (stereo not given)	-4	30	2	-7	-4	/	-2
CN(C)S(=O)(=O)c1ccc(C(=O)OCC(=O)NC(=O)NC2CCCC2)cc1	1	2	-4	1	-2	0.6	4
O=c1[nH]c(SCc2ccc(Cl)cc2)nc2ccsc12	-2	/	-9	1	/	0.1	5
CCC(CO)NCc1ccc(-c2ccccc2)cc1 (stereo not given)	-4	26	3	-4	2	2.0	4
COc1ccc(C(=O)Nc2ccc3c(c2)C(=O)N(C)C[C@H](OC)[C@@H](C)CN(C(C)=O)[C@H](C)CO3)cc1	-21	11	-3	-2	-3	0.0	-1
COC(=O)C1CSC(C)(C)C(=O)N1 (stereo not given)	-9	3	6	-4	0	/	1
CCOC(=O)C1CCCN(S(=O)(=O)CCNC(=O)c2cccc(OC)c2)C1 (stereo not given)	-3	1	5	-12	0	-1.3	-3
N#C[C@H]1[C@@H](c2ccc(C#Cc3ccccc3F)cc2)[C@H](CO)N1C(=O)C1CCCC1	11	/	4	2	/	-0.1	-26

2 compounds from above with just DENV2 CPE, PglD inh and E-selectin induc.
structure,DENV2 CPE,PglD inh,E-selectin induc
COC(=O)C1CSC(C)(C)C(=O)N1 (stereo not given),1,0,/
CCOC(=O)C1CCCN(S(=O)(=O)CCNC(=O)c2cccc(OC)c2)C1 (stereo not given),-3,0,-1.3

(cont.)
SMILES	S100A4 MyoIIA	Statin myotox sup	ERp5 inh	SIRT5 block	PglD inh	E-selectin induc	DENV2 CPE
OCC[C@H]1C[C@@H](O)[C@H](O)[C@]2(CCc3ccccc3O2)O1	-7	-3	5	/	2	0.0	-2
COc1ccc(Cc2nn3c(-c4ccccc4Br)nnc3s2)cc1	3	15	-2	-1	-4	/	/
CC(=O)c1ccc(NC(=O)Cc2cccs2)cc1	-8	2	-2	2	-10	/	-2
CCCNC(=O)N1[C@H](CO)[C@H](c2ccc(/C=C/c3ccccc3)cc2)[C@@H]1C#N	-1	-6	1	6	-4	0.4	?
C[C@H](NC(=O)c1ncn2c1C(=O)N[C@@H](C)C2)c1ccccc1	-5	4	1	/	1	0.5	0
COc1cc(/C=N/Nc2nc(C)cc(=O)[nH]2)ccc1O	2	0	4	-1	1	0.2	6
Cc1ccc(C(=O)Nc2ccc(Cl)cn2)cc1	-5	-145	-1	-2	1	/	-2
CCN(CC(=O)Nc1ccc2c(c1)OCCO2)C(=O)CC(NC(C)=O)c1ccccc1 (stereo not given)	-2	3	1	-3	1	0.2	-3
O=Cc1ccccc1Oc1ccccc1	-4	9	/	/	-6	/	/
O=C(Nc1ccc(Cl)cc1)Nc1ccc(Oc2cccnc2)nc1	6	-23	1	2	/	0.7	-1
COc1ccc(NC(=O)c2oc3ccccc3c2CSC)cc1S(=O)(=O)N1CCOCC1	20	-7	2	-2	-2	-0.3	-5
COc1ccc(OC)c(S(=O)(=O)N2CCN(C(=O)c3ccco3)CC2)c1	0	-3	0	-3	0	1.1	-8
COc1ccc(S(=O)(=O)NNC(=O)C2CC(c3cccnc3)=NO2)cc1 (stereo not given)	-1	10	-12	-5	/	/	-3
CC(Oc1ccc2ccc(=O)oc2c1)C(=O)NCCCn1ccnc1 (stereo not given)	-3	96*	-3	-3	1	/	2
O=C(COC(=O)/C=C/c1ccc([N+](=O)[O-])cc1)NCc1ccc2c(c1)OCO2	-2	-3	17	-3	13	/	-3
Cc1c(Cl)cccc1NC(=O)CSc1nncn1-c1ccccn1	3	6	3	2	4	0.8	17
O=C(C[C@H]1CC[C@@H]2[C@H](COC[C@H](O)CN2S(=O)(=O)c2ccccc2)O1)N1CCc2ccccc2C1	-1	7	7	-2	-1	-0.1	-1
O=C(CNCC1CCCCC1)Nc1cccc(S(=O)(=O)N2CCOCC2)c1	9	/	-2	-3	/	2.0	1
Cc1nn(CC#N)c(=O)n1N(C)c1ncc(C(F)(F)F)cc1Cl	-5	26	3	1	-3	10	-10
Nc1ccccc1-n1cccc1	-7	/	1	-9	9	/	-1
Cc1ccc(C(OCC(C)(C)C[N+](C)(C)C)c2ccccc2)cc1 (stereo not given)	3	/	4	-1	/	0.0	-3
CCCn1nnc(NC(=S)NC(=O)c2ccc(-c3ccc(Br)cc3)o2)n1	-1	-22	1	-4	/	0.3	-4
CCCN1[C@@H]2Cn3c(ccc(-c4cccc(F)c4)c3=O)[C@H]1[C@@H](C(=O)N(C)C)[C@@H]2CO	-2	/	-1	-3	/	-0.3	-2
Cc1cccc(N=NC(=S)NNc2cccc(C)c2)c1	0	4	-2	-3	/	0.1	2
COc1ccc(-c2csc(=NCCO)n2-c2ccccc2)cc1	-4	-11	3	-2	10	0.4	-3
O=C(CN1CCN(c2ccccn2)CC1)N1CC(O)CO1 (stereo not given)	-3	/	21	1	/	/	1
O=C(Nc1ccc(NS(=O)(=O)c2ccccc2)cc1)c1cccnc1	-4	-4	3	1	1	/	6
CCOC(=O)NN=C1c2ccccc2-c2ccccc21	0	3	2	5	-1	/	-2
O=C(/C=C/c1cccs1)NNC(=O)c1ccccc1	0	-6	-19	-2	3	/	1
O=C(c1cn(Cc2ccccc2)nc1-c1cccnc1)N1CCN(Cc2c(F)cccc2Cl)CC1	-1	-7	4	0	-6	0.1	-1
COC(=O)N/N=C/c1ccc(OC(=O)c2ccco2)c(OC)c1	1	/	3	5	5	-0.1	2
C/C(=N\N1C(=O)c2ccccc2C1=O)c1cccc([N+](=O)[O-])c1	-3	/	-3	-1	/	-0.7	-4
CS(=O)(=O)N(CC(=O)N1CCN(Cc2ccccc2)CC1)Cc1ccccc1	3	0	-5	0	-5	/	-2
COc1ccc(NC(=O)N(C)C[C@H]2Oc3ccc(NS(=O)(=O)c4cccs4)cc3C(=O)N([C@@H](C)CO)C[C@@H]2C)cc1	9&-2	-25&1	2&1	0&0	-2&2	-3.0&2.4	-12&1
COC(=O)c1ccc(OC(=O)c2cnccn2)cc1	-3	1	-1	-3	-3	/	-3
Cc1ccc(OCC(=O)N/N=C/c2ccccc2)c([N+](=O)[O-])c1	-3	/	-1	1	/	/	-1

An excerpt from the list above, for reference:
SMILES	S100A4 MyoIIA	Statin myotox sup	ERp5 inh	SIRT5 block	PglD inh	E-selectin induc	DENV2 CPE
CCCN1[C@@H]2Cn3c(ccc(-c4cccc(F)c4)c3=O)[C@H]1[C@@H](C(=O)N(C)C)[C@@H]2CO	-2	/	-1	-3	/	-0.3	-2
Cc1cccc(N=NC(=S)NNc2cccc(C)c2)c1	0	4	-2	-3	/	0.1	2
COc1ccc(-c2csc(=NCCO)n2-c2ccccc2)cc1	-4	-11	3	-2	10	0.4	-3
O=C(CN1CCN(c2ccccn2)CC1)N1CC(O)CO1 (stereo not given)	-3	/	21	1	/	/	1
O=C(Nc1ccc(NS(=O)(=O)c2ccccc2)cc1)c1cccnc1	-4	-4	3	1	1	/	6
CCOC(=O)NN=C1c2ccccc2-c2ccccc21	0	3	2	5	-1	/	-2
O=C(/C=C/c1cccs1)NNC(=O)c1ccccc1	0	-6	-19	-2	3	/	1
O=C(c1cn(Cc2ccccc2)nc1-c1cccnc1)N1CCN(Cc2c(F)cccc2Cl)CC1	-1	-7	4	0	-6	0.1	-1
COC(=O)N/N=C/c1ccc(OC(=O)c2ccco2)c(OC)c1	1	/	3	5	5	-0.1	2
C/C(=N\N1C(=O)c2ccccc2C1=O)c1cccc([N+](=O)[O-])c1	-3	/	-3	-1	/	-0.7	-4
CS(=O)(=O)N(CC(=O)N1CCN(Cc2ccccc2)CC1)Cc1ccccc1	3	0	-5	0	-5	/	-2

The listing continues.
SMILES	S100A4 MyoIIA	Statin myotox sup	ERp5 inh	SIRT5 block	PglD inh	E-selectin induc	DENV2 CPE
CCN1CC(CN(C)Cc2nc(-c3ccc(C(F)(F)F)cc3)no2)CC1=O (stereo not given)	0	9	-5	9	-3	-0.2	-5
CCCCCOC(=O)C1=C(C)Nc2nnnn2C1c1ccc(OC)c(OC)c1OC (stereo not given)	-1	-48	0	3	1	/	-2
COc1ccc(-c2cc(C(F)(F)F)nc(SCC(=O)Nc3sc4c(c3C#N)CCC4)n2)cc1	3	/	9	-2	/	/	5
Cc1ccccc1C(=O)Nc1ccnn1C1CCN(Cc2ccncc2)CC1	-11	/	7	-3	-5	/	-2
C[C@H]1CCCCO[C@@H](CN(C)C(=O)Cc2ccccc2)[C@@H](C)CN([C@@H](C)CO)C(=O)c2cc(NS(=O)(=O)c3ccc(Cl)cc3)ccc2O1	-7	/	0	2	2	1.1	8
COc1cccc(CN2CCN(CC#Cc3ccccc3)CC2CCO)c1 (stereo not given)	34	8	2	-2	-4	0.4	2
COc1cccc(NC(=O)N2CC3(C2)[C@@H](c2ccccc2)[C@@H](CO)N3C(=O)C2CC2)c1	1	/	5	1	/	0.2	14
COc1cc(C(O)P(=O)(OCCC(C)C)c2ccc(N(C)C)cc2)cc(OC)c1OC (stereo not given)	2	/	5	-2	1	0.1	9
CN(C(=O)CSc1nc(-c2ccccc2)cn1N)C(c1ccccc1)c1ccccc1	-2	78*	-6	-2	4	/	/
COc1ccccc1OCCNC(=O)C(c1ccccc1)c1ccccc1	-1	/	-2	-4	/	-0.5	1
S=C(Nc1ccccn1)NC1CCCC1	5	/	3	-7	/	/	-1
CS(=O)(=O)Nc1cccc(C2=NN(C(=O)c3ccc(F)cc3)C(c3cccs3)C2)c1 (stereo not given)	3	-4	2	-2	-4	0.2	8
O=S(=O)(NCC[C@@H]1CC[C@@H](NS(=O)(=O)c2ccccc2Cl)[C@H](CO)O1)c1ccc(F)cc1	-1	7	3	-2	0	0.1	?
CCS(=O)(=O)N1CCCCN2[C@H](CO)[C@H](c3ccc(-c4ccc(C#N)cc4)cc3)[C@@H]2C1	21	-10	2	9	4	0.3	-1
Cc1ccc(S(=O)(=O)Nc2cc(C(C(=O)OC(C)C)C(=O)C(F)(F)F)c(O)c3ccccc23)c(C)c1 (stereo not given)	-20	/	-3	5	-9	?	1
CCC/C=N/NC(=O)c1ccc(F)cc1	-5	-10	-7	0	/	/	3
CCOC(=O)CNC(=S)N(Cc1ccccc1F)C1CCCCC1	-3	0	2	-7	-1	-0.1	3
COC(=O)/C(=C\Nc1ccc(Cl)cc1Cl)NC(=O)c1ccc(OC)cc1	-17	-53	11	-3	3	0.3	-6
Cc1ccc(NC(=O)CNc2cccc(S(=O)(=O)N3CCCCC3)c2)cc1F	-25	/	0	-6	/	-0.2	-3
C[C@@H]1CN([C@H](C)CO)C(=O)Cc2cc(NS(C)(=O)=O)ccc2O[C@H]1CN(C)C(=O)Nc1ccc(F)cc1	-5	4	1	-3	1	-28	-2
